Screening data: PubChem BioAssay, Sanford-Burnham Center for Chemical Genomics
ATG4B inh – blocks human ATG4B protease cleavage of LC3 substrate; ATG4B cleavage of LC3-PLA2, NBD-HPC fluorescence, 1 h; inhibition, % at 8.33 µM; hit rate 0.51% among 340,000; AID 504462; in the data active means inhibition above about 40%
Target sequence (Q9Y4P1 whole entry, looked up): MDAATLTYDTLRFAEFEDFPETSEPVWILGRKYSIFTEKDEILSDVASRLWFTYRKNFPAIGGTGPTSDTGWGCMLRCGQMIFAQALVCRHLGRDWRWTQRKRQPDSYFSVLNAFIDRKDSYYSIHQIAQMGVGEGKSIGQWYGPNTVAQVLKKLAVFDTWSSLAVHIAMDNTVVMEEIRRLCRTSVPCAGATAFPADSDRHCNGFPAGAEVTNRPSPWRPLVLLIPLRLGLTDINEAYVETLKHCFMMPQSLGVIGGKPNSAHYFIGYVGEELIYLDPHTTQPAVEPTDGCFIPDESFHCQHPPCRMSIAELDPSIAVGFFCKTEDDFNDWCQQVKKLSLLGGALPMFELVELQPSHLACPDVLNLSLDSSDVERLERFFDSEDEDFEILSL
hIAP inh – blocks human intestinal alkaline phosphatase; purified IAP, CDP-Star luminescence, 30 min; inhibition, % at 10 µM; hit rate 0.12% among 330,000;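 active means inhibition reaching a set limit with compound at 10 µM in the primary screen, cut at about 35% in these data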;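 further: plate controls were DMSO wells with enzyme for no effect and no-enzyme buffer wells for full effect; values of inactives mirror those of a sister screen read the other way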
Target sequence (P09923 whole entry, looked up): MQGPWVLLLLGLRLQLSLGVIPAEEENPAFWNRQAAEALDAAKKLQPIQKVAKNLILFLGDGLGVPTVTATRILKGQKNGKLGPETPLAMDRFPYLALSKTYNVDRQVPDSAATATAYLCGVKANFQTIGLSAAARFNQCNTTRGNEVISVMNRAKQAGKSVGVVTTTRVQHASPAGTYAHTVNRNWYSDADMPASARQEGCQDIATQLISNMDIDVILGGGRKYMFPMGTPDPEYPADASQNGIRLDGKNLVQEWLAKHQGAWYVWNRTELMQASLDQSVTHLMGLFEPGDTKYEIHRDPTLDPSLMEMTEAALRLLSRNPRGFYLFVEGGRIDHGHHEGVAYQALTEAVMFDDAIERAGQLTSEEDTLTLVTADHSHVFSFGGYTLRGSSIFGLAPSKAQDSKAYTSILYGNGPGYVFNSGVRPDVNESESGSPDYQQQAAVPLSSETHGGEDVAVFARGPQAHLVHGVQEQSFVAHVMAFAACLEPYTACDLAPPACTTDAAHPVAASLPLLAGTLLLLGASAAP
NLRP3 yeast inh – blocks the NALP3 inflammasome reconstituted in yeast; hit rate 0.39% among 330,000; AID 2825; Yeast reconstituted NLRP3/ASC/caspase-1, beta-gal luminescence, 24 h; inhibition, % at 10 µM;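 active means inhibition of 50% or more; inactive means inhibition below 50%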;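 further: plate controls were induced DMSO wells for no effect and uninduced yeast grown without galactose for full effect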
mIAP block – blocks mouse intestinal alkaline phosphatase | hit rate 0.2% among 330,000 | inhibition, % at 10 µM | AID 2806 | purified mouse IAP, CDP-Star luminescence, 30 min;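 active means inhibition of at least 40% at 10 µM in the primary screen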;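 further: plate controls were DMSO with enzyme for no effect and no enzyme wells for full effect; values of inactives mirror those of a sister screen read the other way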
Apaf-1 inh – inhibitors of human Apaf-1 apoptosome | reconstituted apoptosome caspase-3 activity, DEVD-Rh110 fluorescence | O14727 | AID 489030 | inhibition, % at 20 µM | hit rate 0.71% among 330,000; active means inhibition of at least 40% at 20 µM;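 further: plate controls were DMSO wells for no effect and DEVD-CHO caspase inhibitor wells for full effect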
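Assay system: Apoptosome proteins | Medium: pH 7.5 Hepes buffer with CHAPS, BSA, DTT | Also added: Cytochrome c and DEVD-Rh110 substrate | Times: 30 min plus 50 min, RT | Detection: Rhodamine 110 fluorescence at Ex 480/Em 540 nm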
TIM10 inh – growth inhibitors of TIM10 yeast strain; S. cerevisiae TIM10 strain growth, BacTiter-Glo luminescence, 24 h; inhibition, % at 10 µM; hit rate 1.4% among 330,000; AID 463195;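 active means inhibition of 40% or more at the single tested concentration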;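 further: wild-type TIM10 isogenic control strain grown at permissive 25 °C; 0% = DMSO yeast wells and 100% = minimal medium wells without yeast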
mIAP activ – mouse IAP activation | hit rate 0.24% among 330,000 | AID 2805 | muIAP, CDP-Star luminescence, 30 min; stronger effect = higher value; 1 = vehicle-only enzyme signal, 0 = enzyme-free wells | activation factor at 10 µM;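 active means activation factor of at least 2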; further: the source names both 10 and 20 µM as test concentration; values of inactives mirror those of a sister screen read the other way
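also added = chemiluminescent substrate CDP-Star | test system = mouse IAP enzyme | signal = chemiluminescence readout | compound = DMSO-dissolved test compounds | incubation = 30 min at room temperature | benchmarks = DMSO wells, no-enzyme wells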
tim10-1 inh – tim10-1 yeast growth inhibition; AID 463190; hit rate 2.2% among 330,000; S. cerevisiae tim10-1 ts strain growth, BacTiter-Glo, 24 h; inhibition, % at 20 µM;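 active means inhibition of at least 40%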;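 further: mutant grown at 25 °C; 0% = DMSO wells with yeast and 100% = wells holding no yeast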
hIAP activ – increases human intestinal alkaline phosphatase activity | activation factor at 10 µM | AID 2524 | purified human IAP, CDP-Star luminescence, 30 min; stronger effect = higher value; 1 = vehicle-only enzyme, 0 = enzyme-free background | hit rate 0.16% among 330,000;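 active means activation factor of the enzyme at least 2-fold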; further: the source names both 10 and 20 µM as test concentration; values of inactives mirror those of a sister screen read the other way
Starred values were filed as active, the others as inactive.

structure	ATG4B inh	hIAP inh	NLRP3 yeast inh	mIAP block	Apaf-1 inh	TIM10 inh	mIAP activ	tim10-1 inh	hIAP activ
COc1cccc(C(=O)NNC(=O)C2CC(C)=C(C)CC2C(=O)O)c1 (centres undefined)	-5	-20	5	4	1	2	0.96	10	1.2
C=CCn1c(SC)nnc1-c1ccc2ncccc2c1	-2	4	21	-2	-13	1	1	2	0.96
CCc1ccccc1NC(=O)/C(=C/c1ccccc1)c1ccccc1	60*	26	9	12	0	6	0.88	23	0.74
CC(C)(C)C(=O)NNC(=O)COc1ccc2ccccc2c1Br	-8	-67	10	6	-8	8	0.94	-6	1.7
COc1cc(NC(=S)NC(=O)c2ccc(C)cc2C)ccc1NC(=O)c1cccs1	-11	-6	17	-5	12	-22	1	-21	1.1
CC(=O)c1cccc(S(=O)(=O)Nc2cccnc2)c1	3	7	22	-4	2	-6	1	3	0.93
CCn1c(C)nc2cc(C(=O)NNC(=O)CN(C)S(=O)(=O)c3ccc(NC(C)=O)cc3)ccc21	3	-12	11	5	-5	-11	0.95	-12	1.1
CC(OC(=O)CN(C)S(=O)(=O)c1ccc(Cl)cc1)C(=O)Nc1ncc(Cl)cc1Cl (centres undefined)	-20	-10	-2	4	-8	13	0.96	28	1.1
COC(=O)C1CCN(S(=O)(=O)c2cn(C)c(=O)n(C)c2=O)CC1	-3	15	6	-10	-11	-2	1.1	8	0.85
COc1ccccc1NC(=O)c1ccc2[nH]c(C)c(C)c2c1	-9	14	37	-5	8	16	1	24	0.86
CC(=O)Nc1cc(C(F)(F)F)ccc1Oc1cccc(Br)c1	9	-2	7	4	8	19	0.96	18	1
CCOc1ccc(NS(=O)(=O)c2ccc(NS(C)(=O)=O)cc2)cc1	0	1	13	-5	-2	-6	1.1	-11	0.99
O=C(COc1ccc(-n2cnnn2)cc1)Nc1ccccc1Cl	-11	-11	26	0	11	-18	1	-8	1.1
O=C(Cc1c(O)c2ccccc2[nH]c1=O)NCc1cccc(F)c1	2	5	-2	8	-3	-42	0.92	-11	0.95
NS(=O)(=O)c1ccc(CNC(=S)Nc2ccc(Cl)c(Cl)c2)cc1	0	-9	18	-87	9	5	1.9	2	1.1

The results go on:
structure	ATG4B inh	hIAP inh	NLRP3 yeast inh	mIAP block	Apaf-1 inh	TIM10 inh	mIAP activ	tim10-1 inh	hIAP activ
CC(C)CC(=O)c1c[nH]c(C(=O)NCc2cccnc2)c1	-2	1	-8	13	0	-12	0.87	-6	0.99
CN1CCc2nc(SCc3ccc(Cl)cc3)c(C#N)c(-c3cccs3)c2C1	9	3	14	19	83*	15	0.81	35	0.97
CC(C)N1C(=O)S/C(=C/c2ccccc2OCc2ccc(C(=O)O)cc2)C1=O	27	13	1	10	10	13	0.91	27	0.87
COc1ccc(N(CC(=O)N2CCc3ccccc3C2)S(C)(=O)=O)cc1	-12	-13	23	-1	-18	-16	1	3	1.1
O=C(OCc1ccc(F)cc1)c1cc2ccccc2cc1O	-1	-25	-14	-1	14	2	1	11	1.2
Cc1nc(SCC(=O)N2c3ccccc3Sc3ccccc32)n[nH]1	-4	-11	19	8	-8	4	0.92	-10	1.1
COc1ccc(CC(=O)Nc2ccc(OC)nc2)cc1	6	18	2	-2	2	2	1	-24	0.82
N#CCCn1c(=S)[nH]c2ccccc21	-4	3	7	13	-6	10	0.87	9	0.97
CCOc1ccc(NC(=O)CC2C(=O)N(c3ccc(OCC)cc3)C(=S)N2C2CC2)cc1 (centres undefined)	-4	0	-1	3	7	5	0.97	-3	1
COc1ccc(N2C(=O)CC(N3CCN(c4cccc(Cl)c4)CC3)C2=O)cc1 (centres undefined)	-8	6	15	-5	2	4	1.1	14	0.94
CCOc1ccccc1NC(C)C(=O)Nc1cc(C(F)(F)F)ccc1N1CCOCC1 (centres undefined)	3	-5	19	3	-3	33	0.97	40*	1.1
Cc1ccc(OCCOC(=O)c2sc(=S)n(C)c2C)cc1	6	-2	19	8	4	-14	0.92	21	1
Cc1ccc(-c2ccc(/C=N\n3cnnc3)o2)c(Br)c1	-9	-11	-6	9	6	31	0.91	26	1.1
CCN(CCCNC(=O)Cn1cc2c(n1)CCCC2)c1cccc(C)c1	-2	19	4	10	-3	10	0.9	29	0.81
O=[N+]([O-])c1ccc(Oc2ccc(Oc3ccc(C(F)(F)F)cn3)cc2)nc1	-3	-2	14	-4	1	17	1	33	1

Going on with the list.
Each structure is followed by: ATG4B inh	hIAP inh	NLRP3 yeast inh	mIAP block	Apaf-1 inh	TIM10 inh	mIAP activ	tim10-1 inh	hIAP activ
COc1cc(NC(=O)[C@@H](NC(=O)N2CCn3c2nc2ccccc23)C(C)C)cc(OC)c1
→ -1	-23	-1	-12	6	-5	1.1	2	1.2
COc1cc(C(=O)NNC(=O)C2CC2)cc(OC)c1OC
→ 3	-31	5	-2	-5	-4	1	-8	1.3
O=[N+]([O-])c1ccc(C[n+]2cc(-c3ccc(Cl)c(Cl)c3)n3c2CCCCC3)cc1
→ 2	-6	16	-2	4	6	1	6	1.1
COc1ccc(Nc2nnc(SCC(=O)Nc3ccc4[nH]c(=O)[nH]c4c3)s2)cc1
→ 3	-12	5	1	-5	4	0.99	1	1.1
CCOc1cccc(=O)c2c(C)oc(C)c12
→ -1	10	9	11	-3	2	0.89	9	0.91
Cc1cccc(CN2CCSc3sccc3C2=O)c1
→ 3	-8	38	-1	-6	-11	1	10	1.1
Cc1cc(C(=O)Nc2ccc(C)c(S(=O)(=O)N3CCOCC3)c2)c(C)o1
→ 2	-3	-1	-10	8	4	1.1	34	1
CCOc1cc(/C=C2/C(=O)ON=C2C)ccc1OCc1ccc(F)cc1
→ -2	-29	12	-2	10	43*	1	40	1.3
CCc1ccc(-n2c(SCc3c(C)noc3C)nnc2-c2ccncc2)cc1
→ 0	13	2	-4	5	3	1	14	0.87
CC(=O)N1CCc2cc(S(=O)(=O)CCC(=O)Nc3ccccc3F)ccc21
→ 6	-23	7	0	-14	14	1	27	1.2
COc1ccc(C2=C(Nc3ccccc3)c3ccccc3C2=O)cc1
→ 11	1	5	10	-1	11	0.9	13	0.99
Cn1cnnc1SC(C(=O)Nc1ccc(F)cc1)c1ccccc1 (centres undefined)
→ -6	-7	4	2	-6	3	0.97	-9	1.1
Cc1ccc(OCCn2c(SCCO)nc3c(N)ncnc32)cc1
→ 2	13	10	-2	1	5	1	-2	0.87
COc1ccc(-c2cc(=O)c3c(OC)c(OC)c(OC)c(OC)c3o2)cc1OC
→ 1	-4	17	5	-5	21	0.95	33	1
Cc1ccccc1Nc1nnc(SCC(=O)NCc2ccco2)s1
→ 1	5	1	10	8	7	0.91	-6	0.95
CCCn1c(N)c(N(CCOC)C(=O)c2c(CC)noc2C)c(=O)[nH]c1=O
→ -1	13	8	-3	0	10	1	-5	0.87
Cc1nc2ccccc2c(=O)n1N
→ -10	15	10	-1	-4	2	1	-5	0.85
COc1cc(Br)cc2cc(C(=O)OC3CCN(C)CC3)c(=O)oc12
→ -2	6	12	-7	10	-14	1.1	-2	0.94
Cc1cccc(NC(=O)COC(=O)C2COc3ccccc3O2)c1C (centres undefined)
→ 3	2	5	0	-2	-9	1	10	0.98
O=C1CC(N2CCSCC2)C(=O)N1c1cccc(Cl)c1 (centres undefined)
→ 2	-12	12	-2	3	-7	1	1	1.1

Looked up by structure from above (3):
Each structure is followed by: ATG4B inh	hIAP inh	NLRP3 yeast inh	mIAP block	Apaf-1 inh	TIM10 inh	mIAP activ	tim10-1 inh	hIAP activ
CN1CCc2nc(SCc3ccc(Cl)cc3)c(C#N)c(-c3cccs3)c2C1
→ 9	3	14	19	83*	15	0.81	35	0.97
CCOc1ccc(NC(=O)CC2C(=O)N(c3ccc(OCC)cc3)C(=S)N2C2CC2)cc1 (centres undefined)
→ -4	0	-1	3	7	5	0.97	-3	1
Cc1ccc(-c2ccc(/C=N\n3cnnc3)o2)c(Br)c1
→ -9	-11	-6	9	6	31	0.91	26	1.1

Later entries:
Each structure is followed by: ATG4B inh	hIAP inh	NLRP3 yeast inh	mIAP block	Apaf-1 inh	TIM10 inh	mIAP activ	tim10-1 inh	hIAP activ
CCN1CCN(c2nc3ccccc3nc2C(C#N)S(=O)(=O)c2ccc(C)cc2)CC1 (centres undefined)
→ -7	3	11	6	-15	8	0.94	8	0.97
Cn1nc(C(=O)NNC(=O)c2ccc(Cl)c(S(N)(=O)=O)c2)c2ccccc2c1=O
→ 8	-105	1	33	-1	8	0.67	5	2.1*
CCCC(=O)n1nc(-c2ccc(OC)cc2)nc1N
→ -3	7	10	5	10	2	0.95	15	0.93
Cc1sc2nc(SCCN(C)C)n(-c3ccccc3)c(=O)c2c1-c1ccc(F)cc1
→ -9	5	22	0	21	1	1	31	0.95
CCCNCC(=O)Nc1cccc(S(=O)(=O)NC2=NCCCCC2)c1
→ 1	-21	7	-9	7	-8	1.1	0	1.2
CCOC(=O)N1CCN(c2c(N3CCc4ccccc43)c(=O)c2=O)CC1
→ 3	12	7	9	1	-2	0.91	-15	0.88
COc1ccccc1CN1C(=O)c2ccccc2C1C(=O)NC1CCC(C)CC1 (centres undefined)
→ -4	-6	-6	-26	16	-20	1.3	35	1.1
COc1ccc(OC)c(C(O)c2nc3ccccc3n2C)c1 (centres undefined)
→ -2	24	-11	-1	1	-1	1	12	0.76
COc1ccc(-n2c(C)nc3cc(C(=O)NCCN4CCOCC4)ccc32)cc1
→ -9	-14	4	8	-12	-7	0.93	8	1.1
COc1ccc(C(=O)NCC(=O)N2CCN(c3ccccc3)CC2)cc1
→ 1	12	24	4	-5	-1	0.96	-12	0.88
CCCCOP(=O)(c1ccc(N(C)C)cc1)C(O)c1ccc(N(C)C)cc1 (centres undefined)
→ -10	-11	-23	-1	10	9	1	27	1.1
O=C(COC(=O)/C=C/c1ccccc1)NC(=O)NCc1ccccc1
→ 0	-1	2	5	0	9	0.95	16	1
O=C(/C=C/c1ccccc1Cl)NCCc1ccc(F)cc1
→ 0	5	15	-7	22	25	1.1	11	0.95

Some of these compounds in order of their number in hIAP activ, smallest number first.
Structure	hIAP activ
O=C(/C=C/c1ccccc1Cl)NCCc1ccc(F)cc1	0.95
CCN1CCN(c2nc3ccccc3nc2C(C#N)S(=O)(=O)c2ccc(C)cc2)CC1 (centres undefined)	0.97
COc1ccccc1CN1C(=O)c2ccccc2C1C(=O)NC1CCC(C)CC1 (centres undefined)	1.1

Hits appear at their usual frequency; overall some 4.5% were active at least once.
